EBV gp42 block = EBV gp42 inhibition; Q1HVG2; Fluorescence polarization binding assay, mP read-out; inhibition, % (tested at 21.74 µM); 220,000 compounds, 0.42% hits; AID 1085; in the data active means inhibition above about 50%
Target sequence (Q1HVG2 whole entry, looked up): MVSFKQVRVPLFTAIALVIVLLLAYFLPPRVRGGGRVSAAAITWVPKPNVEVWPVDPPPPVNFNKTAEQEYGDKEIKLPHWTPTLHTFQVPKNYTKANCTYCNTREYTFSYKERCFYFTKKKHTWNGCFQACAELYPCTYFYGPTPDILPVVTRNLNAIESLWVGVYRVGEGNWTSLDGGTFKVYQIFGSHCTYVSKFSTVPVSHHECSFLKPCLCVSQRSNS
CHOP inhibitor = blocks CHOP induction under ER stress. inhibition, % at 10 µM. CHO-K1 CHOP-promoter luciferase, tunicamycin-induced, 15-18 h. 220,000 compounds, 3.8% hits;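 active means compounds that reduced the stress-induced luciferase reporter signal by more than about 70% of percent inhibition, limit read from the data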;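 further: 0% = tunicamycin plus vehicle and 100% = wells without tunicamycin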
zfTRPN1 agonist = activates the zebrafish TRPN1 channel | HEK293 zebrafish TRPN1-YFP, Fluo-8 calcium fluorescence; 100% = response to 87 µM carbachol | activation, % at 3 µM | 220,000 compounds, 0.18% hits;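 active means activation above its plate's cutoff, the mean activation of test wells on that plate plus 3 SD, cut at about 19% in these data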;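 further: 0% = DMSO alone and 100% = 87 µM carbachol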
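System: zebrafish TRPN1-YFP in HEK293 cells / Dosing: 3 µM single point / Timing: dye loading 1 h at 37 °C, then 30 min room temperature / Signal: Fluo-8 calcium fluorescence, excitation 470-495 nm, emission 515-575 nm / Read-out basis: percent activation from peak over basal fluorescence ratio, control-normalized / Control set: high carbachol 87 µM, low DMSO alone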
TRPML3 ag = agonists of human TRPML3 channel; Q8TDD5; HEK293 TRPML3-YFP, Fluo-8 calcium fluorescence; 100% = the carbachol control signal; activation, % at 3 µM; 220,000 compounds, 0.29% hits; AID 1448;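 active means activation above its plate's cutoff, the mean activation of the plate's test wells plus 3 SD, cut at about 12% in these data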;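 further: 0% = DMSO only wells and 100% = carbachol wells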
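system = HEK293 cells stably carrying human TRPML3-YFP | doses = one concentration, 3 µM nominal, 0.3% DMSO | timing = dye loading 1 h 37 °C then 30 min ambient, 125 s read | detection = Fluo-8 calcium dye fluorescence, ex 470-495, em 515-575 nm | benchmarks = high control carbachol 87 µM, low control DMSO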
TNF necrop inh = blocks TNF-alpha induced death of Jurkat FADD-/- cells; Jurkat FADD-/- TNF necroptosis rescue, ATP luminescence, 24 h; 0 = TNF only, 100 = no-TNF cells; AID 463075; activation (protection from cell death), % at 10 µM; 220,000 compounds, 0.068% hits;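 active means activation, meaning protection from cell death, of at least 50% relative to plate controls; inactive means activation below 50%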;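 further: necroptosis triggered by 40 ng/mL TNF-alpha added together with compound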
PPC-1+TRAIL kill = kills PPC-1 cancer cells in the presence of TRAIL. PPC-1 cells + TRAIL, ATPLite viability luminescence. cell killing (% activity), % at 4 µM. 220,000 compounds, 0.41% hits;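 active means cell killing above 50% in the first pass at 4 µM, then a duplicate retest at 5 µM averaging 50% or more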;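 further: plate controls were cells with TRAIL plus DMSO for no effect and medium-only wells lacking cells for full effect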
Runt-SMMHC FRET = Runt domain-CBFb-SMMHC interaction inhibition; Cerulean-Runt/Venus-CBFb-SMMHC FRET ratio 530/480, 1 h; 220,000 compounds, 0.74% hits; inhibition, % at 20 µM; Q01196+Q13951;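 active means mean inhibition across duplicate retests at 20 µM reaching about 50%, limit read from the data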;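 further: 0% = DMSO wells and 100% = wells with excess untagged CBFb-SMMHC; inhibitors lower the FRET ratio by blocking Runt binding to CBFb-SMMHC; some results filed as inactive read as strong as hits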
MDM2 E3 inh = blocks human Mdm2 ubiquitin ligase activity | 210,000 compounds, 0.11% hits | signal enhancement, % at 5 µM | cell-based MDM2 ubiquitination luciferase reporter, 2 h; 0 = plate control, 100 = twice control, blank-subtracted | Q00987;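 active means signal enhancement of 30% or more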;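 further: luminescence tracks abundance of the self-degrading MDM2-luciferase fusion protein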
Target sequence (Q00987 whole entry, looked up, the tested form may be a part): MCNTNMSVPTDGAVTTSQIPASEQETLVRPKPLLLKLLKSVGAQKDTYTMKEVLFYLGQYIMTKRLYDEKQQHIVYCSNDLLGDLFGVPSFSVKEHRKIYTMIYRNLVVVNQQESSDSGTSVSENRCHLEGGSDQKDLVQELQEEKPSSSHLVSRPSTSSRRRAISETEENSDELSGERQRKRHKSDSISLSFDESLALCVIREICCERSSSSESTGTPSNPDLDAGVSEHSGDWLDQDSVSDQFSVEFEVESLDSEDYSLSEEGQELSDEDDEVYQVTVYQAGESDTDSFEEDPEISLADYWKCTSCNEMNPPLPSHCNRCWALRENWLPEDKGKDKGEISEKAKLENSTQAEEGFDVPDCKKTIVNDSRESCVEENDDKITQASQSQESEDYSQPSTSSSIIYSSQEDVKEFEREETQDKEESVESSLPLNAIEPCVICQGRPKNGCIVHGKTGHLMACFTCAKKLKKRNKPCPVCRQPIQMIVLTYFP
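System: stable MDM2–luciferase fusion reporter cells / Input: 2000 cells seeded into each well / Schedule: 4 h settle plus 2 h compound, 37 °C / Compound: single-point 5 µM / Buffer or medium: cells held in DMEM / Benchmarks: control and blank well means / Evaluation: percent signal gain over controls, blank-subtracted / Measured by: luciferase luminescence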
NCF1 inh = p47phox (human) inhibition. P14598. p47phox/p22phox peptide binding, fluorescence polarization, 2 h. inhibition, % at 24.7 µM. 220,000 compounds, 0.53% hits. AID 1274;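 active means inhibition above about 30%, limit read from the data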;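 further: 0% = p47phox with labelled peptide and 100% = labelled peptide alone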
Target sequence (P14598 whole entry, looked up): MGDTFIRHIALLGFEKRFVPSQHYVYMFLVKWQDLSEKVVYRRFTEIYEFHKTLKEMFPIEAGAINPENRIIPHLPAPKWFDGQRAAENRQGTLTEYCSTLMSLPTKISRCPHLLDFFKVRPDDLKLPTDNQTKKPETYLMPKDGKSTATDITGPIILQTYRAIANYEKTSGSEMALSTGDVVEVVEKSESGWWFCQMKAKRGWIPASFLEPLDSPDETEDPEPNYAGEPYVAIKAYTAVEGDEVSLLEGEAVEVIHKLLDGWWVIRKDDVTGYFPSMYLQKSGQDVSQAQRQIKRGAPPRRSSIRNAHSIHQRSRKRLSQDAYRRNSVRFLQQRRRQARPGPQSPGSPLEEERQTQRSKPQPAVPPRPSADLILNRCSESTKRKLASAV
* marks the source's active call; other numbers are inactive results; / = no result given; & = joins results of further samples.

SMILES	EBV gp42 block	CHOP inhibitor	zfTRPN1 agonist	TRPML3 ag	TNF necrop inh	PPC-1+TRAIL kill	Runt-SMMHC FRET	MDM2 E3 inh	NCF1 inh
Cc1noc(C)c1CSCC(=O)OCC(=O)N1CC(=O)Nc2ccccc21	-68.5	6.1	2.2	1.1	0.8	-15.4	1.6	-3.3	-4.2
Cc1ccc(-c2csc(=S)n2CC(=O)OCC(=O)NC(C)C(C)C)cc1 (centres undefined)	-12.9	27.1	3.0	2.3	-7.9	18.0	0.5	-10.2	-19.7
O=C(COC(=O)c1ccc(S(=O)(=O)N2CCCCC2)cc1)NCc1ccco1	0.8	12.6	0.6	0.7	-0.5	3.4	2.5	0.1	-12.9
CCOC(=O)C1=NOC2COC3(CCN(c4ncccn4)CC3)OCC12 (centres undefined)	-13.5	11.2	1.4	0.7	1.0	-15.8	0.8	-2.9	-5.7
CCCN(Cc1ccccc1)C(=S)Nc1cccc(C)c1C	-8.0	-7.6	-0.8	0.4	0.7	4.9	2.0	/	-2.8
O=C(Cn1c(C(F)(F)F)nc2ccccc21)c1ccc(Cl)cc1	-3.3	18.2	-0.2	0.5	-2.6	-8.5	8.0	-4.6	-5.6
Cc1cccc(NC(=O)CSc2nnc(NC(=O)c3ccco3)s2)c1	-11.7	5.4	0.3	0.5	0.4	4.9	-1.0	-7.9	-1.5
O=c1c2ccccc2nc2n1-c1ccccc1CCC2	-6.9	31.8	0.0	0.3	-0.9	45.0	1.4	-18.2	-10.2
COc1cccc(/C=N/Nc2nc(Nc3ccc([N+](=O)[O-])cc3)nc(N3CCCC3)n2)c1O	-5.4	89.3*	0.7	-0.5	-7.5	15.7	-3.4	-22.4	-20.7
CC(OC(=O)c1nsc(Cl)c1Cl)C(=O)NCc1ccc2c(c1)OCO2 (centres undefined)	2.1	-19.8	0.7	-0.7	-1.9	10.4	-2.8	1.6	-3.3
O=C(/C=C\NCC(=O)c1ccccc1)c1ccc2ccccc2c1	-9.1	7.8	0.7	-0.1	0.5	-1.9	-6.1	-15.0	-15.1
Nc1ccc2nc(-c3ccc(N)c(Cl)c3)[nH]c2c1	-8.0	14.7	-0.1	0.3	-9.0	40.4	9.5	-14.9	-9.8
C=C(C)C(=O)Nc1cccc(C2=NOC3(C2)C[C@@H](C(N)=O)N(C(=O)/C=C/C=C/C)C3)c1 (some centres undefined)	6.1	-8.1	/	/	1.5	8.7	1.8	-4.9	1.6
CCSc1nnc(NC(=O)Cn2cnc3c2c(=O)n(C)c(=O)n3C)s1	-15.4	14.8	-1.2	0.6	0.2	8.6	-3.9	-2.5	-5.2
Clc1ccc(C2=CC(c3ccco3)n3ncnc3N2)cc1 (centres undefined)	80.5*	-8.0	0.4	0.4	-2.2	9.5	-77.6	-5.4	-12.4
COCc1cc(=O)[nH]c2c1c(-c1ccccc1)nn2C	-8.2	5.3	-0.9	0.5	-0.3	12.1	-0.6	-15.3	-9.4
COC(=O)c1ccc(COC(=O)c2ccc(CO)cc2)o1	-5.8	15.9	2.0	0.3	-0.2	-1.9	-3.4	-7.6	0.7
O=C(CC1SC(=Nc2ccc(OC(F)F)cc2)N(CCN2CCOCC2)C1=O)Nc1ccccc1 (centres undefined)	7.1	10.9	4.4	0.9	6.6	2.4	26.6	/	-7.3
O=C(NCc1ccccn1)c1ccc(Cn2c(=S)[nH]c3ccc(Br)cc3c2=O)cc1	14.4	21.8	-1.1	-0.3	-0.8	16.4	-2.3	-7.4	5.7
Cc1c(NC(=O)CN2CCN(C(=O)c3ccco3)CC2)c(=O)n(-c2ccccc2)n1C	-53.1	4.0	-0.2	1.9	-2.4	10.0	-3.1	-14.8	-15.1
COC(=O)Cn1cc(C(=O)C(C)(C)C)c2ccccc21	-11.2	-0.9	0.2	0.6	-1.3	13.8	0.2	-7.5	-0.2
Cc1coc(C)c1C(=O)CC1(O)C(=O)Nc2cc(Cl)cc(Cl)c21 (centres undefined)	-12.6	31.8	0.7	-0.2	0.0	1.3	-1.3	0.2	-13.7
CN(C)S(=O)(=O)c1ccc(-c2csc(N/N=C/c3ccco3)n2)cc1	-6.9	69.2	13.4	6.6	-13.9	12.4	-2.4	-19.6	-11.8
COc1ccc(-n2c(C)cc(-c3cn4cccc(C)c4n3)c2C)cc1	0.5	10.3	0.1	0.5	2.5	6.4	-1.5	-2.0	-29.1
Cc1cccn2c(=O)c3cc(C(=O)NCc4ccco4)c(=N)n(C(C)C)c3nc12	25.6	-0.7	-0.3	-0.1	-2.3	12.8	59.8*	-16.5	2.5
Clc1nnc(N2CCCCC2)c2ccccc12	2.4	7.8	-0.2	-0.5	4.9	/	/	-10.0	-3.2
O=c1oc2ccccc2cc1-c1nc2c(s1)CCCC2	-8.0	95.7*	0.8	0.3	-1.7	24.3	42.0	-74.9	-9.1
COc1ccccc1NC(=O)c1ccc(NC(=O)CN2CCN(C(=O)c3ccco3)CC2)cc1	1.0	-4.0	0.8	0.8	-0.2	14.9	3.2	-11.7	-14.8
CCN1C(=O)c2ccccc2S(=O)c2ccc(C(=O)NCCCN3CCCC3=O)cc21 (centres undefined)	-17.9	18.3	1.7	0.5	1.2	21.0	1.6	-10.2	-1.7
Cc1oc(C(C)(C)C)cc1C(=O)Nc1cccc(C(=O)O)c1	-3.3	-19.3	-0.7	0.6	0.2	-4.1	2.7	0.4	0.5
FC(F)Oc1ccc(/C=N/c2c(-c3ccc(OC(F)F)cc3)nc3n2CCS3)cc1	-10.8	1.4	-0.5	-0.2	-1.3	4.5	-2.4	1.2	-20.3
Cc1ccc(Nc2nc(Oc3ccc(=O)[nH]n3)nc(N(C)C)n2)cc1	-1.7	-2.1	-0.2	-0.1	-1.4	4.2	-3.1	-15.3	-5.7
CC(C)CCOC(=O)C[N+](C)(C)CCOC1CC2CCC1(C)C2(C)C (centres undefined)	-3.4	-9.1	-0.8	0.8	-0.3	17.4	-2.0	-36.4	-3.6
CS(=O)(=O)Nc1cccc(C(=O)CC2(O)C(=O)Nc3ccc(Br)cc32)c1 (centres undefined)	-3.9&4.9	8.5&14.2	0.9	0.1	-2.8	11.4	1.0	-6.2	-6.2&-4.0
CCOC(=O)c1ccc(N2C(=O)CC(Nc3ccc(O)cc3)C2=O)cc1 (centres undefined)	-5.3	9.8	0.5	0.2	-2.6	9.3	-0.1	-12.8	34.7*
O=c1cnc2cc([N+](=O)[O-])ccc2[nH]1	-16.6	-1.4	1.2	0.5	1.3	6.9	-4.3	13.0	1.0

3 structures out of the list, arranged by SMILES length, lowest first.
SMILES	EBV gp42 block	CHOP inhibitor	zfTRPN1 agonist	TRPML3 ag	TNF necrop inh	PPC-1+TRAIL kill	Runt-SMMHC FRET	MDM2 E3 inh	NCF1 inh
Cc1ccc(-c2csc(=S)n2CC(=O)OCC(=O)NC(C)C(C)C)cc1 (centres undefined)	-12.9	27.1	3.0	2.3	-7.9	18.0	0.5	-10.2	-19.7
Cc1cccn2c(=O)c3cc(C(=O)NCc4ccco4)c(=N)n(C(C)C)c3nc12	25.6	-0.7	-0.3	-0.1	-2.3	12.8	59.8*	-16.5	2.5
Cc1c(NC(=O)CN2CCN(C(=O)c3ccco3)CC2)c(=O)n(-c2ccccc2)n1C	-53.1	4.0	-0.2	1.9	-2.4	10.0	-3.1	-14.8	-15.1

More compounds.
SMILES	EBV gp42 block	CHOP inhibitor	zfTRPN1 agonist	TRPML3 ag	TNF necrop inh	PPC-1+TRAIL kill	Runt-SMMHC FRET	MDM2 E3 inh	NCF1 inh
CCc1cccc(NC(=S)N(CCN(C)C)C(C)c2ccncc2)c1 (centres undefined)	-15.7	3.0	1.2	0.0	1.3	-26.3	2.8	/	-13.8
CSc1ccccc1C(=O)NCc1cccnc1	3.3	-3.2	0.3	0.6	1.2	0.7	-0.3	-9.3	0.4
CC(C)c1nc2ccccc2c2nnc(SCC(=O)NCc3ccco3)n12	-8.0	4.8	0.0	-0.3	0.4	22.5	2.2	-12.8	-7.9
O=S(=O)(NCCc1csc(-c2ccccc2)n1)c1cccnc1	-9.3	10.5	3.2	0.4	3.7	-10.3	-2.1	-1.8	-4.8
CCOC(=O)N1CCN(S(=O)(=O)c2ccc(C(=O)Nc3nnc(C)o3)cc2)CC1	-9.1	-6.0	-0.1	0.6	0.4	13.8	0.2	4.5	0.2
O=C(CCn1c(=O)c2ccccc2n(Cc2cccc([N+](=O)[O-])c2)c1=O)N1CCc2ccccc2C1	-2.0	16.3	0.0	0.8	2.5	20.0	1.3	1.1	-8.4
Cc1ccc(C(=O)N/C(=C\c2cccc([N+](=O)[O-])c2)C(=O)NCc2ccncc2)cc1	-12.9	-1.6	-0.3	0.9	1.9	5.6	-2.4	-4.2	0.4
CCOC(=O)CON1C(=O)C(=O)N(OCC(=O)OCC)C2CCCCC21 (centres undefined)	-7.3	29.1	1.8	0.9	0.3	4.8	-2.9	-6.4	-5.4
O=C(O)c1cc(-c2ccc(/C=C3\NC(=O)N(c4ccccc4)C3=O)o2)ccc1Cl	-2.0	-3.7	-0.4	-0.1	0.9	3.5	82.5*	0.3	-57.7
O=C(NCCCc1ccccc1)c1ccc(Br)o1	11.1	5.0	-0.2	-0.7	-0.3	30.7	-1.2	-8.8	-10.0
C=CCOC(=O)c1[nH]c2c(c1C)C(=O)CC(c1cc(OC)c(OC)c(OC)c1)C2 (centres undefined)	0.0	/	8.4	0.4	-4.3	4.9	1.9	-9.0	4.1
COc1cc2c(cc1OC)N1C(=O)CC(OCC(=O)O)C3C4CC5(CCN5C(=O)C4=O)C2C31 (centres undefined)	-0.9	8.9	-1.0	0.6	1.0	/	/	-3.2	-0.2
COCCNc1oc(-c2ccc(C)cc2)nc1C#N	-18.8	-7.1	-1.1	0.2	-0.9	17.0	-1.7	-1.0	-0.6
COc1ccccc1C(O)(C(=O)NN(C)c1ccccc1)c1ccccc1OC	-14.0	8.4	-0.2	0.4	0.7	4.7	0.3	-17.2	2.6
Cc1cc(C)c(C#N)c(Oc2ccccc2)n1	-17.3	19.1	-2.6	-0.9	-1.1	17.0	-3.1	-2.7	-4.1
O=c1c2cc(Cl)ccc2[nH]c(=S)n1Cc1cccs1	-5.8	97.4*	0.0	0.1	2.4	15.4	0.2	-1.4	-1.7
O=C(CN1C(=O)CCC1=O)NNc1ccc2ccccc2c1	-10.2	-5.3	0.0	0.0	-2.6	42.7	-21.9	-1.6	-0.9
Oc1c(C=C2N=c3ccccc3=N2)sc(=S)n1C1CCCC1	-16.4	-3.0	0.9	0.4	1.1	-6.8	-0.9	3.1	-10.4
COc1ccc(CSc2ncnc3sccc23)cc1F	-4.9	22.9	-1.1	0.2	2.9	2.2	-1.4	1.9	-14.9
O=C(OCc1nc2ccccc2s1)c1cccc(S(=O)(=O)N2CCOCC2)c1	-22.1	-0.7	-0.1	0.0	-3.8	2.4	-0.9	-32.6	-18.5
